PV pol inh – poliovirus RdRp elongation inhibitors, primary screen, biochemical, fluorescence polarization, total intensity | Genome polyprotein (Poliovirus type 1 (strain Mahoney)), P03300 | poliovirus polymerase elongation; active compounds read low | % elongation, % (compound at 16.7 µg/mL) | actives 0.66% (n = 150,000); in the data active means % elongation below about 90%; further: some results filed as inactive read as strong as hits
Target sequence (P03300 1749-2209 limits assumed): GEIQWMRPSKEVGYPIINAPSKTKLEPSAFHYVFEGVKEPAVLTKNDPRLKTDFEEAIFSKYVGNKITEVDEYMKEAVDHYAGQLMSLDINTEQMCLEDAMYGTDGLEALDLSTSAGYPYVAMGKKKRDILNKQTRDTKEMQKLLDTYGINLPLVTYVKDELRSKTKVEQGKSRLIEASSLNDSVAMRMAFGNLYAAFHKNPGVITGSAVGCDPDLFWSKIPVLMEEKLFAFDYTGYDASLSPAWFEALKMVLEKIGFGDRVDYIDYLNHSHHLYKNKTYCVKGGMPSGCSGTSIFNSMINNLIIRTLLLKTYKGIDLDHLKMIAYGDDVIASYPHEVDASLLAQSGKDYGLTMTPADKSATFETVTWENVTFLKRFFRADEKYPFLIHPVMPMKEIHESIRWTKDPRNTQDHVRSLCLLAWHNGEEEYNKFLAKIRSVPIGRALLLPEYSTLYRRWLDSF
PV pol inh FP z-score – recorded beside PV pol inh, whose call it bears; z-score; measured here: FP z-score; hits read low
* hit, by the source's call; & = joins results of further samples.

SMILES | PV pol inh | PV pol inh FP z-score
COc1ccc(-n2c(=O)c3c4c(sc3n3cnnc23)COC(C(C)C)C4)cc1 (stereo not drawn) | 107 | 0.6
c1ccc2c(c1)[I+]c1ccccc1-2 | 99&98 | -0.2&0
CCn1c2ccccc2c2cc(NC(=O)COc3cccc(C)c3)ccc21 | 103 | -0.6
N#C/C(=C/c1ccccc1)C(=O)NCc1ccccc1 | 101 | 0.3
CCOc1ccc(-c2c(C)[nH]n3c(=O)c(N4CCc5ccccc5C4)c(C)nc23)cc1OCC | 103 | 0.2
O=C(CSC1CCCC1)c1ccccc1Br | 100 | -0.2
CS/C(NCC1CC1)=C(/C#N)C(=O)c1ccc(Cl)cc1 | 106 | 0.3
CCOc1ccc(-c2cc3nc(C4CCN(C(=O)OC(C)(C)C)CC4)c(C(=O)Nc4ccc(C)cc4C)cn3n2)cc1 | 106 | 0.1
CCc1cc(=O)oc2c(OC(C)=O)c(OC(C)=O)ccc12 | 101 | 0.6
CC(C)(C)C(=O)Oc1ccc(Br)cc1 | 100 | -0.1
CCCCCCn1c(/C=C/c2ccccc2)nc2ccccc21 | 102 | -0.1
CN(CC(O)Cn1c2ccccc2c2ccccc21)S(=O)(=O)c1ccc(Cl)cc1 (stereo not drawn) | 103 | 0.4
Cc1ccc(CNC(=O)CCS(=O)(=O)c2cc3c(cc2Cl)NC(=O)CO3)cc1 | 109 | 0.7
Cc1cccc(CSCCNC(=O)C2CCN(S(=O)(=O)Cc3ccccc3)CC2)c1 | 111 | 0.8
CC(=O)c1ccc(NC(=O)CCn2nc(C)c(S(=O)(=O)N3CCC(C)CC3)c2C)cc1 | 110 | 0.8
CC(C)(C)c1nc2scc(-c3ccc(Br)cc3)c2c(=O)o1 | 100 | -0.3
O=C(Cn1cnc2ccccc2c1=O)NCCSCc1ccco1 | 104 | 0.4
CN(C)CCNC(=O)Cn1nc(N2CCN(c3ccccc3)CC2)ccc1=O | 100 | -1.4
Cc1noc(C)c1COc1ccc(C(=O)OCC(=O)NC23CC4CC(CC(C4)C2)C3)cc1 | 106 | 0.3
COC(=O)c1ccc(NC(=O)CCSc2ccccc2)cc1 | 101 | 0.2
O=C(O)c1cn(CCOc2ccccc2)c2ccccc12 | 99 | -1.3
COc1cccc(C2C(C#N)=C(N)Oc3c2c(C)nn3-c2ccccc2)c1 (stereo not drawn) | 104 | 0.2
CC1CC(C)CN(C(=O)CSc2nc3ccccc3c3nc4ccccc4n23)C1 (stereo not drawn) | 102 | 0
CCOc1ccccc1-n1c(N)c(C(=O)OC)c2nc3ccccc3nc21 | 103 | -0.7
Cc1ccccc1CN1c2ccccc2S(=O)(=O)c2ccccc21 | 108 | 0.5
The results go on:
SMILES | PV pol inh | PV pol inh FP z-score
Cc1ccc2nc(NC(=O)c3nc(-c4ccccc4)oc3C)sc2c1 | 110 | 1.2
O=c1c2ccccc2[nH]c(=S)n1CC1COc2ccccc2O1 (stereo not drawn) | 104 | 0.5
O=C(C1CC1)N1CCc2cc(S(=O)(=O)Nc3ccc(Cl)cc3)ccc21 | 102 | 0.6
CC(C)(C)n1ncc2c(=O)n(CC(=O)c3ccccc3)cnc21 | 105 | 1
Cc1nc(CC(=O)Nc2ccc(C(N)=O)cc2)cs1 | 110 | 1.1
COc1ccc(CCNC(=O)C(=O)NCC(c2ccc3c(c2)OCO3)N2CCOCC2)cc1OC (stereo not drawn) | 105 | -0.5
CCS(=O)(=O)NCc1csc(C)n1 | 99 | -0.5
CCN(C(=O)COc1ncnc2ccccc12)C1CCCCC1 | 101 | -0.2
N#CCN1C(=O)c2ccccc2C1=O | 102 | 0.1
O=C(NCc1ccncc1)c1ccc(N2CCCCS2(=O)=O)cc1 | 107 | 0.3
Cc1cc(C)c(S(=O)(=O)N(CCC(C)C)S(=O)(=O)c2ccccc2C#N)c(C)c1 | 98 | -0.4
Cc1cc(-c2ccc(C)c(S(=O)(=O)N3CCN(c4cccc(C(F)(F)F)c4)CC3)c2)on1 | 108 | 0.3
O=C(NCc1ccncc1)Nc1ccccc1 | 103 | 0.5
Cc1nc2c(oc3nc(-c4ccco4)c4c(c32)CC(C)(C)OC4)c(-c2ccccc2)c1C(=O)O | 94 | -1.8
Cc1ccc(C(=O)CSc2cnc3ccccc3n2)cc1C | 102 | 0.1
N=C1C(c2nc3ccccc3[nH]2)=C(O)CN1CCN1CCOCC1 | 101 | -0.2
Cc1c(C(=O)N2CCC(C(=O)N3CCN(c4ccccc4)CC3)CC2)oc2cc3sc(N(C)C)nc3cc12 | 99 | -1.3
CNC(=O)O/N=C/c1nn(C)cc1Br | 101 | 0
O=C(NCCc1csc(-c2ccc(C(F)(F)F)cc2)n1)C(=O)Nc1cc(F)ccc1F | 109 | 0.4
CCC(=O)N1CCc2cc(S(=O)(=O)NCCC(=O)Nc3ccc(CC)cc3)ccc21 | 103 | -0.1
C=CCNC(=O)Cc1ccccc1OC | 101 | 0.3
CCC(C)NC(=O)CSc1ccc(S(=O)(=O)N2CCN(Cc3ccccc3)CC2)cn1 (stereo not drawn) | 101 | -0.3
CCC(C)NC(=O)CSc1nc2n[nH]c(C)c2c(=N)n1-c1ccc(C)c(Cl)c1 (stereo not drawn) | 108 | 0.7
COc1ccc(NS(=O)(=O)c2ccc3c(c2)OCC(=O)N3)cc1 | 102 | 0.2
O=C(O)c1ccc(NC(=O)C2CCCCC2)cc1 | 101 | -0.1
(list continues)
SMILES | PV pol inh | PV pol inh FP z-score
O=C(O)c1cc2c(s1)CCC2 | 99 | -0.8
CSc1ccc(NC(=O)NCCCN2CCC(Cc3ccccc3)CC2)cc1 | 100 | -0.4
CCN(CC)c1nc(-c2ccccc2Cl)c2cc(Br)ccc2n1 | 109 | 1.5
CCOC(=O)C1=C(CN2CCN(c3ccc(OC)cc3)CC2)NC(=O)NC1c1ccc(OC)cc1 (stereo not drawn) | 107 | -0.1
Cc1cc(C)cc(Nc2ncnc3nc[nH]c23)c1 | 101 | -0.1
CC1CCN(S(=O)(=O)c2ccc3c(ccn3CC(=O)NCc3ccccc3)c2)CC1 | 101 | -0.2
N#Cc1c(C(F)(F)F)cc(C2CC2)[nH]c1=O | 99 | -0.6
COc1ccc(-c2nnc(SC(C)C(N)=O)o2)cc1 (stereo not drawn) | 102 | -0.1
Cc1cc(C)c2nc(N3CCCC(C(=O)N4CCN(c5ccccn5)CC4)C3)sc2c1 (stereo not drawn) | 100 | -0.9
N#Cc1cccc(C#N)c1Oc1ccc(S(=O)(=O)N2CCCCC2)cc1 | 102 | 0.1
CC(=C\C(=O)O)/C(=C/c1ccccc1)C(=O)O | 102 | 0.7
Cn1nc(C(F)(F)F)cc1-c1ccc(C=C(C#N)C#N)s1 | 102 | 0.1
COc1ccc(CC(=O)Nc2ccc(-c3nnc4n3CCCCC4)cc2)cc1 | 106 | 0.7
O=C(c1ccc2c(c1)N(Cc1ccc(F)cc1)C(=O)c1ccccc1S2)N1CCC2(CC1)OCCO2 | 109 | 0.6
COc1cc2[nH]c(=O)n(CCCC(=O)NCc3ccc(Cl)cc3)c(=O)c2cc1OC | 108 | 0.8
CCCCCCOc1ccc(C2C(=O)N(C3CCCCC3)CC(=O)N2C2CCCCC2)cc1 (stereo not drawn) | 107 | -0.3
Cn1c(C=Nc2ccc(Cl)cc2)nc2ccccc21 | 103 | 0.2
COc1cc(/C=C2/C(=N)N3C(=NC2=O)SN=C3S(=O)(=O)C(C)C)cc(Cl)c1OC(=O)c1ccco1 | 108 | 2.3
Cc1c(Cl)cccc1Nc1nn2c(=O)c3ccc(C(=O)NCCc4ccccc4)cc3nc2s1 | 104 | -1
COc1ccc(-c2nc3ccccc3c(=O)[nH]2)cc1 | 103 | -0.1
Cc1cc(/C=c2\sc3nc4ccccc4n3c2=O)c(C)n1C(C)C | 106 | 1
COc1ccc(N2CC(C(=O)Oc3coc(CSc4ncccn4)cc3=O)CC2=O)cc1 (stereo not drawn) | 99 | -1.4
COc1cc(C(CC(=O)O)CC(=O)Nc2ccc(C)cc2)cc(OC)c1OC (stereo not drawn) | 102 | 0.2
O=C(CCN1C(=O)c2ccccc2C1=O)Nc1ncn[nH]1 | 100 | -0.3
COc1ccc(C2C3=C(CC(C)(C)CC3=O)Nc3c2c(=O)[nH]c2nc(C)nn32)cc1 (stereo not drawn) | 104 | 0.7

Arranged by formula weight (descending): 15 of the compounds above.
SMILES | PV pol inh | PV pol inh FP z-score
COc1cc(/C=C2/C(=N)N3C(=NC2=O)SN=C3S(=O)(=O)C(C)C)cc(Cl)c1OC(=O)c1ccco1 | 108 | 2.3
O=C(c1ccc2c(c1)N(Cc1ccc(F)cc1)C(=O)c1ccccc1S2)N1CCC2(CC1)OCCO2 | 109 | 0.6
CCOC(=O)C1=C(CN2CCN(c3ccc(OC)cc3)CC2)NC(=O)NC1c1ccc(OC)cc1 (stereo not drawn) | 107 | -0.1
COc1ccc(N2CC(C(=O)Oc3coc(CSc4ncccn4)cc3=O)CC2=O)cc1 (stereo not drawn) | 99 | -1.4
COc1cc2[nH]c(=O)n(CCCC(=O)NCc3ccc(Cl)cc3)c(=O)c2cc1OC | 108 | 0.8
COc1cc(C(CC(=O)O)CC(=O)Nc2ccc(C)cc2)cc(OC)c1OC (stereo not drawn) | 102 | 0.2
COc1ccc(CC(=O)Nc2ccc(-c3nnc4n3CCCCC4)cc2)cc1 | 106 | 0.7
N#Cc1cccc(C#N)c1Oc1ccc(S(=O)(=O)N2CCCCC2)cc1 | 102 | 0.1
Cn1nc(C(F)(F)F)cc1-c1ccc(C=C(C#N)C#N)s1 | 102 | 0.1
O=C(CCN1C(=O)c2ccccc2C1=O)Nc1ncn[nH]1 | 100 | -0.3
COc1ccc(-c2nnc(SC(C)C(N)=O)o2)cc1 (stereo not drawn) | 102 | -0.1
COc1ccc(-c2nc3ccccc3c(=O)[nH]2)cc1 | 103 | -0.1
CC(=C\C(=O)O)/C(=C/c1ccccc1)C(=O)O | 102 | 0.7
N#Cc1c(C(F)(F)F)cc(C2CC2)[nH]c1=O | 99 | -0.6
O=C(O)c1cc2c(s1)CCC2 | 99 | -0.8

More compounds follow.
SMILES | PV pol inh | PV pol inh FP z-score
O=C(Cn1nnc2c(cnn2-c2ccccc2)c1=O)N(c1ccccc1)c1ccccc1 | 102 | 0
CCN(CC)P(=N)(N(CC)CC)N(CC)CC | 102 | 0.1
CCn1c(COC(=O)Cn2c(=O)oc3ccccc32)nc2cc(S(=O)(=O)N(C)C)ccc21 | 102 | 0.4
CCNS(=O)(=O)c1ccc(Br)c2ccccc12 | 98 | -0.2
Cc1ccccc1OC1C(=O)N(CCc2ccc(F)cc2)C1c1ccc2c(c1)OCO2 (stereo not drawn) | 100 | -0.3
Cc1ccccc1NC(=O)c1ccc2nc(C)c(C)nc2c1 | 105 | 1.7
O=C(COc1ncnc2ccccc12)NC1CCCCCC1 | 99 | -1.7
CNCc1ccc(C)o1 | 101 | -0.4
CCC(=O)Nc1ccc(C(=O)CSc2nnc(CN3CCCC3)n2-c2ccccc2)cc1 | 98 | -0.2
Cn1c(N)c(S(=O)(=O)N2CCc3ccccc32)c(=O)n(C)c1=O | 100 | -0.3
CC(C)(C)c1cc(-c2nc(-c3ccccc3)no2)n(Cc2ccccc2)n1 | 102 | 0.1
c1ccc(CNCCCN2CCOCC2)cc1 | 102 | 0.1
C=CCn1c(SCc2cccc(OC)c2)nc2scc(-c3ccco3)c2c1=O | 104 | 0.2
CCOC(=O)c1c(C)oc2nc(C)nc(Nc3ccc(C)c(Cl)c3)c12 | 108 | 0
COc1ccc(CCNC(=O)c2cc(=O)c3c(C)cc(C)cc3o2)cc1OC | 106 | -0.4
O=C(O)c1cc2[nH]c3c(c2cc1Cl)CCCC3 | 97 | -0.7
CCOc1ccc(N2C(=O)CC(N3CCCCC3CC)C2=O)cc1 (stereo not drawn) | 103 | 0.4
O=C(CN1CCN(C(=O)C2CCCO2)CC1)Nc1cc(C(F)(F)F)ccc1Cl (stereo not drawn) | 104 | 1.1
CN1C(=O)Cc2cc(S(=O)(=O)NCc3ccccc3Cl)ccc21 | 107 | 0.2
O=C(COc1ccccc1F)Nc1cccnc1 | 98 | -2.1
CCOC(=O)c1c(S(=O)(=O)N2CCC(C(=O)Nc3ccc(OCC)cc3)CC2)c(C)n(C)c1C | 107 | 0.2
CCCNC(=O)c1cnn2c(C)cc(C)nc12 | 101 | -0.4
COc1ccc(Cl)cc1NC(=O)C1CCN(c2ncnc3c2nc2n3CCCCC2)CC1 | 106 | 0
O=C(CSc1nnc(Nc2ccccc2)s1)N1CCCC1 | 104 | 0.5
Cc1ccc(Cn2nnc3c(=O)[nH]c(C4CCCN(C(=O)c5ccco5)C4)nc32)cc1 (stereo not drawn) | 100 | -0.4
The list goes on:
SMILES | PV pol inh | PV pol inh FP z-score
CSc1ccc2c(c1)c(=O)nc1n2CCCCC1 | 102 | 0.2
O=C(CC1SC2=NCCN2C1=O)Nc1ccccc1 (stereo not drawn) | 103 | 0.6
NC(=O)C1CCCN(S(=O)(=O)c2ccc(Cl)cc2)C1 (stereo not drawn) | 104 | 0.1
COc1ccc(N=Cc2ccc(Cl)cc2)cc1OC | 102 | 0.2
CC(C)(C)C(=O)Nc1ccc(-c2nc3ccccc3s2)cc1 | 102 | -0.3
CC(C)(C)N(Cc1ccccc1)C(=O)CCCN1C(=O)/C(=C/c2cccs2)SC1=S | 104 | 0.4
CCOc1ccc(NC(=O)c2c(NCc3cccs3)sc3c2CCC(C)C3)cc1 (stereo not drawn) | 104 | 0
CN1CCC(NCc2ccccc2Cl)CC1 | 106 | 0.2
OCn1c2ccccc2c2cc(Cl)ccc21 | 100 | 0
O=C(Cn1c(=O)n(Cc2nc(-c3ccccc3)no2)c(=O)c2cc3c(cc21)OCO3)Nc1ccccc1C(F)(F)F | 103 | 0.1
CC(C)c1ccc(NC(=O)c2cccn2-c2nnc(N3CCCCC3)s2)cc1 | 100 | -1.6
Oc1ccccc1-c1nnc(-c2ccccc2)c(-c2ccccc2)n1 | 105 | 0.6
O=C(NC1CCCCC1)c1ccc(N2CC3CC(C2)c2cccc(=O)n2C3)c(NS(=O)(=O)c2ccc(F)cc2)c1 (stereo not drawn) | 100 | -0.1
COc1ccc(-c2nsc(SCC(=O)c3ccc(Cl)cc3)n2)cc1 | 95 | -2.1
COc1cc(CO)cc(Cl)c1OCC(N)=O | 99 | -0.8
CCOC(=O)c1ccc(NC(=O)CSc2nc(NC(=O)c3ccccc3)c3c(C)c(C)oc3n2)cc1 | 97 | -1.6
CCC(CC)C(=O)N1c2ccccc2CCc2ccccc21 | 101 | -0.1

A portion of the library, so the mix of outcomes need not match the whole.
